# Cathepsin G inh – inhibitors of human cathepsin G. P08311. purified enzyme, AMC-tetrapeptide fluorescence, pooled mixtures. inhibition, % at 5 µM (by protocol). 0.2% of 62,000 active. AID 581;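 active means inhibition above 20% in each of the two mixture wells holding the compound; inactive means inhibition of 20% or less in either well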;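 further: 0% = enzyme control without mixture and 100% = blank lacking enzyme; strong numbers were not always called active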
# Target sequence (P08311 21-244 limits assumed): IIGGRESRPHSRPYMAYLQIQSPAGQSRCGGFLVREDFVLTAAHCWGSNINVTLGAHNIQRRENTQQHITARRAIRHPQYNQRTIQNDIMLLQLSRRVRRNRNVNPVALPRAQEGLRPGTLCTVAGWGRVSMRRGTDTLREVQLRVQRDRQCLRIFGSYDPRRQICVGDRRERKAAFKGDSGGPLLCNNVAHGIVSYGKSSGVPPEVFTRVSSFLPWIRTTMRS
# CatL inh – blocks human cathepsin L protease activity. P07711. purified cathepsin L, fluorogenic substrate, fluorescence. inhibition, %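 (tested at 10 µM)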. 0.17% of 58,000 active. AID 460; in the data active means inhibition above about 45%;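 further: 0% = enzyme with no compound and 100% = no enzyme blank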
# C1s block – human complement C1s inhibition. P09871. purified C1s, fluorogenic AMC substrate, pooled mixtures. mean inhibition % of two 10-compound mixtures (hits give high values), % at 5 µM (by protocol). 0.16% of 62,000 active. AID 538;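 active means inhibition above 20% in each of the two 10-compound mixture wells holding the compound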;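 further: 0% = enzyme wells lacking compound mixture and 100% = no-enzyme blank wells; some compounds called inactive have numbers as strong as hits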
# Ec RNAP inh – inhibitors of Escherichia coli RNA polymerase. 0.2% of 62,000 active. inhibition, %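 (tested at 10 µM)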. AID 559. E. coli RNA polymerase, fluorescence transcription assay; in the data active means inhibition above about 20%;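 further: 0% = enzyme without compound and 100% = no enzyme blank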
# AP ELISA ortho – orthogonal test for alternative complement pathway inhibitors; Human serum alternative complement pathway, LPS-coated ELISA, C3 deposition; tested in compound mixtures; inhibition, % at 5 µM; 0.08% of 62,000 active; AID 1235;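 active means inhibition above 30% in each of the two pooled mixtures holding the compound, so the lower value exceeds 30%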;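 further: 0% = serum in Mg-EGTA without compound and 100% = EDTA serum blank; some compounds past the cut are filed as inactive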
#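 Medium: diluted human serum in Mg2+-EGTA GVB++. Assay system: human serum complement alternative pathway, C3 deposition onto LPS. Also added: Plate-bound LPS. Technique: Anti-C3 ELISA, OD 450 nm. Measure: percent inhibition. Incubation: 1 h at 37 °C. Dosing: 5 µM each compound, pools of ten, 50 µM per pool.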
# CatB mix inh – inhibitors of human cathepsin B in compound mixtures; P07858; Purified cathepsin B, AMC dipeptide fluorescence; inhibition, %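 (ten-compound pools at 5 µM per compound and 50 µM total)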; 0.06% of 62,000 active; AID 488; in the data active means inhibition above about 22%, passing the limit was not always enough;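 further: 0% = enzyme without compound and 100% = no enzyme blank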
# CatS inh – inhibitors of human cathepsin S | P25774 | 0.06% of 62,000 active | AID 501 | inhibition, %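 (tested at 5 µM per compound within 10-compound mixtures)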 | recombinant cathepsin S, AMC dipeptide fluorescence, pooled mixtures; in the data active means inhibition above about 32%, passing the limit was not always enough;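 further: 0% = enzyme without compound and 100% = blank without enzyme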
# Target sequence (P25774 115-331 limits assumed): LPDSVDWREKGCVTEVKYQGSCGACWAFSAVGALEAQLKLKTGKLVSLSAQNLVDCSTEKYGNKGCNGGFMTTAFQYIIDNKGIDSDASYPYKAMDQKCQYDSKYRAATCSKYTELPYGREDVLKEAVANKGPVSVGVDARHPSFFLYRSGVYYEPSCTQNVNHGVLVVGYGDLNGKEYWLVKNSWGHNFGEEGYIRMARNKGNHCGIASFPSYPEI
# CatB inh – human cathepsin B inhibition; P07858; purified cathepsin B, fluorogenic substrate, fluorescence; 0.1% of 63,000 active; inhibition, %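 (tested at 10 µM)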; in the data active means inhibition above about 21%;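 further: 0% = enzyme with no compound and 100% = no enzyme blank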
# FXIa mix inh – factor XIa (human) inhibition, mixture screen; P03951; purified FXIa, fluorogenic substrate, pooled mixtures; inhibition, % at 5 µM; 0.19% of 62,000 active; AID 680; in the data active means inhibition above about 20%, passing the limit was not always enough;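 further: each value is inhibition by a whole ten-compound pool holding the compound; 0% = enzyme with no mixture and 100% = wells lacking enzyme; strong numbers were not always called active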
# Target sequence (P03951 19-387 limits assumed): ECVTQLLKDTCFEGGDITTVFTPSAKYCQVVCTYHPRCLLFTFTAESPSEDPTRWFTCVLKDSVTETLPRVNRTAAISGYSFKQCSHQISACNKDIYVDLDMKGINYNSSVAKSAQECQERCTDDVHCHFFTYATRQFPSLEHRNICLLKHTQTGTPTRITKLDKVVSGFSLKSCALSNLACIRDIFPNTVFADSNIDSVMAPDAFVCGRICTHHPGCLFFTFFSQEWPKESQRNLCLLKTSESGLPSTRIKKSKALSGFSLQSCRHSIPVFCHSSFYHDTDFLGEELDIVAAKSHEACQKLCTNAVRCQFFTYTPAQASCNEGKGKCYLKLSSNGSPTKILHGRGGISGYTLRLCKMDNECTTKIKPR
# Target sequence (P03951 388-625 limits assumed): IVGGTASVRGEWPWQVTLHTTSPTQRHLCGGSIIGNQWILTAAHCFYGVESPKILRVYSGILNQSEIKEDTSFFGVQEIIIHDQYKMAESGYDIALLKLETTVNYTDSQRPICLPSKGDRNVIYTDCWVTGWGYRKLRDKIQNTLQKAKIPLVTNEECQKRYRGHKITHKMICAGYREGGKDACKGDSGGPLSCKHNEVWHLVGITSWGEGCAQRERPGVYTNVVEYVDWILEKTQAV
# The depositor's hits bear a star; x = not tested or not shown. An excerpt; count on the stated rates, not on these rows.
CatB inh	AP ELISA ortho	CatL inh	C1s block	FXIa mix inh	Cathepsin G inh	CatB mix inh	CatS inh	Ec RNAP inh	Molecule
2	-1	5	6	3	9	2	14	5	CC(=O)Nc1ccc(S(=O)(=O)NCc2ccc(C(=O)NCc3ccc4c(c3)OCO4)cc2)cc1
-5	12	-2	43	3	39	4	-1	3	CC(=O)Nc1nonc1-c1nc2ccccc2n1Cc1ccccn1
-5	22	-9	-1	7	-2	-2	-19	-12	Cc1cc(NC(=O)c2cc(C3CC3)on2)n(-c2ccccc2)n1
3	4	25	-24	-6	-6	1	3	8	C=CCc1ccccc1OCCCCN1CCCC1
-6	27	-9	5	30	13	35	-1	-1	Cc1ccc2oc(=O)n(CCCOc3ccccc3)c2c1
3	-2	7	-21	-2	-11	-6	0	0	Oc1cnn(-c2ccccc2)c1
-1	4	21	17	2	15	4	10	10	CC1CCCCN1C(=O)Nc1cccc(Cl)c1 (centres undefined)
3	19	8	12	8	8	2	-3	10	CC1CCCC(NC(=O)c2ccc(CNc3c(N4CCCC4)c(=O)c3=O)cc2)C1C (centres undefined)
1	7	2	-3	0	4	30	45	6	CCCCN(C)C(=O)C1CCN(C/C(C)=C/c2ccccc2)CC1
-6	14	8	-1	-19	-1	3	-4	7	Cn1nc(-c2ccc(Cl)cc2)c2cc(C(=O)N3CCC(N4CCCCC4)CC3)sc21
-1	11	1	-20	4	-2	-1	10	-3	CCOc1cc(CN2CCN(C(=O)CC(C)C)CC2)ccc1OC
4	4	-2	-17	-3	7	-6	-1	1	NC(=O)COc1ccc2c3c(c(=O)oc2c1)CCCCC3
0	-6	-1	3	-1	-28	-11	15	9	CC1CCCCN1CCNC(=O)c1ccc2c(=O)n(CCc3ccccc3)c(=O)[nH]c2c1 (centres undefined)
1	-9	5	-19	-6	-2	0	4	6	Cc1noc(C)c1COC(=O)c1cc2c(C)nn(-c3ccc(F)cc3)c2s1
5	6	-2	-3	3	9	1	-1	3	CNC(=O)c1cccc(N2CCCC2=O)c1
3	8	13	-23	-5	7	4	-1	9	CN1C(=O)N(S(=O)(=O)c2ccc(F)c(F)c2F)C(=O)C1(C)C
5	-4	17	-2	0	0	2	-2	9	O=C(NCc1ccccc1)NC1(C(=O)Nc2ccc3c(c2)OCCO3)CCCCC1
1	3	3	40	3	9	4	0	2	COc1cc(NS(=O)(=O)c2ccc(C)cc2C)cc(OC)c1OC
5	-2	20	-19	0	3	1	17	10	NS(=O)(=O)c1ccc(CCNC(=O)C2CCCCN2S(=O)(=O)c2ccccc2)cc1 (centres undefined)
9	5	-1	-31	-7	-5	8	7	4	O=C(c1ccco1)N1CCN(c2nc3ccccc3c(=O)n2-c2ccccc2)CC1
0	10	13	-20	-10	-2	0	1	6	O=C(O)c1ccc2c(c1)ncn2C1CCCCCC1
-1	-12	2	-12	0	-12	-2	-1	-6	Cc1c(C(=O)NCc2ccccc2)oc2ccc(S(=O)(=O)N3CCC4(CC3)OCCO4)cc12
0	3	-1	-14	-1	-6	-4	5	-3	Cc1csc2c(=O)n3c(nc12)CCCCC3
2	7	x	3	2	8	3	-1	0	Nc1c(C(=O)CCC(=O)O)oc2ccc(Cl)cc12
3	9	16	14	2	9	0	6	1	Cc1ccc2c(c1)N(CCC(=O)NCC1COc3ccccc3O1)C(=O)CO2 (centres undefined)
1	14	0	4	0	7	1	-2	7	COc1ccc(C2c3sc(=O)[nH]c3SC3C(=O)N(c4ccccc4)C(=O)C32)cc1 (centres undefined)
0	-7	x	-7	7	-5	-1	12	6	C1CCC2(CC1)OCC1(CO2)COC2(CCCCC2)OC1
1	12	6	9	5	7	3	-3	5	O=C(Nc1ccc(Cl)cc1C(=O)Nc1ccncc1)c1ccco1
-2	13	-20	14	3	16	3	-2	2	COC(=O)C1(C)Nc2ccccc2C(=O)N1c1ccccc1C (centres undefined)
4	10	14	-4	1	10	3	11	7	N#Cc1cccc(NC(=O)Nc2cccs2)c1
3	7	-2	8	2	9	6	-2	7	CCCC(=O)NCCCc1nc2ccccc2n1CCC
1	22	1	-5	2	7	2	-1	5	COCCCN(C(=O)Cn1ncc2c(=O)oc3ccc(C)cc3c21)C(C)c1ccncc1 (centres undefined)
3	4	-4	22	17	21	-4	2	x	CC(=O)Nc1cccc(OC(=O)c2ccoc2C)c1
2	-12	25	2	0	-8	4	23	5	Nn1c(SCC(=O)N2CCCc3ccccc32)nnc1-c1ccccc1
-1	5	-2	-3	7	-4	1	7	5	CC(NC(=O)c1ccccc1NS(C)(=O)=O)c1ccccc1 (centres undefined)
8	-21	7	-18	2	-11	4	6	2	CCNC(=O)NC(=O)CSc1cccc(C(F)(F)F)c1
0	16	-1	13	3	11	4	-2	8	COc1ccc(OCCSc2nnc(-c3ccccc3)n2N)cc1
-3	-5	0	5	7	9	0	-7	3	Cc1nn(C)cc1C(N)=O
-2	15	-9	-11	4	8	6	5	0	O=c1[nH]c2ccc(S(=O)(=O)N3CCN(c4ccccc4F)CC3)cc2s1
10	-19	32	-14	1	-7	1	21	4	CCOc1ccc(-c2[nH]ncc2Oc2cccc(OC)c2)c(O)c1
0	15	-55	-44	1	5	1	-8	2	CC1=C(C#N)C(c2cccnc2)C2=C(CC(C)(C)CC2=O)N1 (centres undefined)
5	7	8	5	4	8	5	0	7	O=C(Cn1nc(C(=O)O)c2ccccc2c1=O)NCCC1=CCCCC1
5	8	x	10	4	10	3	-2	9	CCOC(=O)c1cnc2c(C#N)c(C)nn2c1-c1ccccc1
-2	3	-6	12	3	8	1	-6	3	COc1ccccc1OCC(=O)Nc1ccc(O)cc1C(=O)O
3	-13	11	-10	-4	-13	-4	-9	-4	C=CCSc1nnc(NC(=O)CSc2nc3ccccc3o2)s1
3	-2	8	12	1	11	0	10	8	Cc1nc2nc[nH]n2c(=O)c1NS(C)(=O)=O
3	0	6	13	4	10	1	13	11	CN1CCn2c1nc(N1CCCCC1)nc2=O
2	6	x	-3	2	-2	1	-1	0	O=C(CN1CCC(NC(=O)c2cccc(F)c2)CC1)NCc1ccccc1F
0	-11	0	-14	2	-11	2	7	-14	Nc1nonc1NC(=O)CSc1nc2ccccc2s1
2	16	22	0	1	9	4	12	1	c1ccc2c(c1)Cn1nc(Cc3nc4c(s3)CCCC4)nc1-2
0	-9	1	15	4	13	5	3	1	Cc1ccc(OCC(=O)n2cnnc2N)c(C)c1
1	8	11	4	6	8	4	1	13	N#CC1=C(N)OC2=C(C(=O)CCC2)C1C1CC=CCC1 (centres undefined)
1	9	0	-5	-1	3	-2	19	-3	CCCC(=O)Nc1ccccc1-c1nnn(CC(=O)Nc2ccc(OC)cc2)n1
1	16	x	-1	3	7	2	-5	2	CSc1cccc(NC(=O)C2CCCN(S(=O)(=O)c3cnc[nH]3)C2)c1 (centres undefined)
1	10	0	0	11	5	-3	5	0	COc1cccc2cc(C(=O)n3ccc(C)n3)c(=O)oc12
5	14	2	10	5	7	1	-3	6	O=C(CCCc1nc2ccccc2s1)N1CCN(S(=O)(=O)c2cccs2)CC1
-6	0	9	-37	6	0	4	14	4	Cc1ccc(Nc2nc(C)cc(C)n2)c(Br)c1
x	18	1	16	9	12	5	-4	2	O=C(Nc1ccccn1)c1cccc(S(=O)(=O)N2CCOCC2)c1
-1	-9	2	-10	-1	-14	2	9	-16	COc1ccccc1-c1nnc(SCC(=O)NC2CCCCC2)o1
1	19	x	-9	10	1	1	-3	-10	CCCc1nnc(SCCSc2nnc(CCC)n2N)n1N

# Just C1s block, CatB mix inh and CatS inh (5 entries from above):
mol,C1s block,CatB mix inh,CatS inh
O=C(Cn1nc(C(=O)O)c2ccccc2c1=O)NCCC1=CCCCC1,5,5,0
CCOC(=O)c1cnc2c(C#N)c(C)nn2c1-c1ccccc1,10,3,-2
COc1ccccc1OCC(=O)Nc1ccc(O)cc1C(=O)O,12,1,-6
C=CCSc1nnc(NC(=O)CSc2nc3ccccc3o2)s1,-10,-4,-9
Cc1nc2nc[nH]n2c(=O)c1NS(C)(=O)=O,12,0,10

# The listing picks up with the 2 entries that preceded the break.
CatB inh	AP ELISA ortho	CatL inh	C1s block	FXIa mix inh	Cathepsin G inh	CatB mix inh	CatS inh	Ec RNAP inh	Molecule
-1	-9	2	-10	-1	-14	2	9	-16	COc1ccccc1-c1nnc(SCC(=O)NC2CCCCC2)o1
1	19	x	-9	10	1	1	-3	-10	CCCc1nnc(SCCSc2nnc(CCC)n2N)n1N
-1	-3	15	0	8	1	5	8	9	Cc1nc2cc(NC(=O)N3c4ccccc4CC3C)ccc2n1C (centres undefined)
-3	18	8	-81	-8	-8	1	-12	0	CCOc1ccccc1N1CCN(C(=O)c2cccc(-c3ccc(O)cc3)c2)CC1
2	11	3	4	1	7	4	-35	5	CC(C)(C)c1cc(C(=S)N2CCN(CCO)CC2)cc(C(C)(C)C)c1O
x	34	x	6	4	11	4	-1	x	CCC(C)Sc1nc(O)cc(=O)[nH]1 (centres undefined)
5	14	-2	-6	-4	5	3	9	7	CN1C(=O)CSc2ccc(NC(=O)N3CCOCC3)cc21
1	-14	16	-14	-8	-13	-3	-1	6	CCOC(=O)CSc1nc2c(c(=O)n(C)c(=O)n2C)n1CCCc1ccccc1
-7	15	-3	-28	7	-1	5	-6	-2	Cc1ccc(CS(=O)(=O)CCC(=O)NCCCN2CCCC2=O)cc1
6	2	7	-10	-7	1	3	5	11	CCN(CC)C(=O)CSc1nnc(CCNC(=O)OC(C)(C)C)o1
-2	10	-1	9	10	48*	2	-2	5	O=c1[nH]c(CN2CCc3ccccc3C2)nc2ccccc12
-3	9	-1	3	8	-2	6	-7	1	CS(=O)(=O)Nc1ccccc1C(=O)O
4	10	-11	6	12	8	-7	6	3	O=c1c2c3c(sc2n(CCN2CCOCC2)c(=O)n1Cc1ccco1)CCCCC3
5	-7	17	-19	1	-2	5	10	3	O=C(Cc1cccs1)N1CCCC(c2nc3c(nnn3Cc3cccc(Cl)c3)c(=O)[nH]2)C1 (centres undefined)
-6	12	-45	-67	-35	-14	2	-1	0	O=C(NCCCN1CCOCC1)c1cc2c(=O)[nH]c3ccccc3c2s1
-1	6	-4	12	7	11	2	-8	7	CCCCn1nnnc1SCC(=O)Nc1ccc2c(c1)OCCO2
-4	-6	7	3	18	4	3	11	1	CN(Cc1nc(-c2ccncc2)no1)S(=O)(=O)c1ccccc1
-1	8	-12	-21	-10	-6	3	-6	-1	COc1ccccc1NC(=O)Nc1nnc(C(C)C)s1
4	36	-1	-20	49	20	10	-2	6	CN(C)C(=O)c1ccc(Oc2ccc(C(=O)N(C)C)cc2)cc1
-4	25	6	3	8	-1	8	2	3	Nc1ccc(C23CC4CC(CC(O)(C4)C2)C3)cc1
3	4	-15	18	20	10	5	9	7	CC1=NS(=O)(=O)c2cc(Cl)ccc2N1
5	12	-4	-6	3	-4	2	0	1	CCn1c(SCC(N)=O)nc2ccccc2c1=O
2	5	8	-39	5	-12	-3	-7	-5	COc1ccc(OC)c(C2=NOC(C(=O)NCC3CCCO3)C2)c1 (centres undefined)
-1	19	-80	-67	0	-3	-1	-7	-7	CCOC(=O)CC1C(=O)NCCN1C(=O)c1cc2c(=O)n3cccc(C)c3nc2s1 (centres undefined)
0	-5	x	-4	25	-9	22	-6	-5	CC[C@@H](C)[C@H](NC(=O)C1CCN(C(=O)[C@@H](NS(=O)(=O)c2ccc(C)cc2)C(C)C)CC1)C(=O)O
-1	2	21	14	8	7	-3	-5	2	CN1CCN(c2ccc(C(=O)c3ccc(F)cc3)cc2)CC1

# Screening data as filed in PubChem.
